Bioassay records (PubChem BioAssay)
hIAP activ: human IAP activation | 330,000 tested, 0.16% active | purified human IAP, CDP-Star luminescence, 30 min; stronger effect = higher value; 1 = vehicle-only enzyme, 0 = enzyme-free background | activation factor at 10 µM | P09923 | AID 2524;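 active = activation factor of the enzyme at least 2-fold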; also: the source names both 10 and 20 µM as test concentration; values of inactives mirror those of a sister screen read the other way
Target sequence (P09923 whole entry, looked up): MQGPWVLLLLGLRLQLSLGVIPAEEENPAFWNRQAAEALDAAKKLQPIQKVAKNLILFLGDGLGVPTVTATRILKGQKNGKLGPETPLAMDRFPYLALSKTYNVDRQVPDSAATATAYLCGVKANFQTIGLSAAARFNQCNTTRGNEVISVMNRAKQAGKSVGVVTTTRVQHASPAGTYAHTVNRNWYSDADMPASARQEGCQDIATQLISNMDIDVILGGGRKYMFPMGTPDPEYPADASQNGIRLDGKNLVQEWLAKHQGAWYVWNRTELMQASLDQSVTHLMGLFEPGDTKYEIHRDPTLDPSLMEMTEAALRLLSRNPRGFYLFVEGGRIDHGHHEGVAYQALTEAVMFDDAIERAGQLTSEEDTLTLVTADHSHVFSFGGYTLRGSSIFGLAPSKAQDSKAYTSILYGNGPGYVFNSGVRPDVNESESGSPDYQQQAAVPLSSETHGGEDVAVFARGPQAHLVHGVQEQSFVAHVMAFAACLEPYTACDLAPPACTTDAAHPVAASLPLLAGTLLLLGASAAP
MPTP inh: blocks calcium-induced mitochondrial swelling. AID 602449. 360,000 tested, 1.4% active. isolated mouse mitochondria, Ca2+ swelling absorbance, 30 min. inhibition, % at 10 µM;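 active = inhibition of 50% or more, scaled per plate between neutral and stimulator controls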;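 also: 0% = DMSO wells given calcium and 100% = 1 mM EGTA wells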
mIAP block: blocks mouse intestinal alkaline phosphatase | AID 2806 | 330,000 tested, 0.2% active | inhibition, % at 10 µM | purified mouse IAP, CDP-Star luminescence, 30 min;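 active = inhibition of at least 40% at 10 µM in the primary screen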;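 also: plate controls were DMSO with enzyme for no effect and no enzyme wells for full effect; values of inactives mirror those of a sister screen read the other way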
ATG4B inh: blocks human ATG4B protease cleavage of LC3 substrate. AID 504462. inhibition, % at 8.33 µM. Q9Y4P1. 340,000 tested, 0.51% active. ATG4B cleavage of LC3-PLA2, NBD-HPC fluorescence, 1 h; in the data active = inhibition above about 40%
mIAP activ: mouse IAP activation | muIAP, CDP-Star luminescence, 30 min; stronger effect = higher value; 1 = vehicle-only enzyme signal, 0 = enzyme-free wells | activation factor at 10 µM | 330,000 tested, 0.24% active | AID 2805;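 active = activation factor of at least 2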; also: the source names both 10 and 20 µM as test concentration; values of inactives mirror those of a sister screen read the other way
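Assay system: mouse IAP enzyme; reagent: chemiluminescent substrate CDP-Star; dosing: test compounds delivered from DMSO solution; schedule: 30 min at room temperature; measured by: luminescence from enzymatic CDP-Star hydrolysis; controls: DMSO-only wells and no-enzyme negative control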
hIAP block: blocks human intestinal alkaline phosphatase; 330,000 tested, 0.12% active; P09923; inhibition, % at 10 µM; purified IAP, CDP-Star luminescence, 30 min;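 active = inhibition reaching a set limit with compound at 10 µM in the primary screen, cut at about 35% in these data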;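 also: plate controls were DMSO wells with enzyme for no effect and no-enzyme buffer wells for full effect; values of inactives mirror those of a sister screen read the other way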
APOBEC3G inh: inhibitors of human APOBEC3G DNA deaminase; 330,000 tested, 0.28% active; recombinant A3G, ssDNA deamination FAM/TAMRA fluorescence; inhibition, % at 20 µM;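 active = inhibition of at least 40% at 20 µM, with no more than 30% in the related APOBEC3A deaminase screen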;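 also: plate controls were DMSO wells with A3G for no effect and wells lacking A3G enzyme for full effect; some compounds called inactive have numbers as strong as hits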
Target sequence (Q9HC16 whole entry, looked up): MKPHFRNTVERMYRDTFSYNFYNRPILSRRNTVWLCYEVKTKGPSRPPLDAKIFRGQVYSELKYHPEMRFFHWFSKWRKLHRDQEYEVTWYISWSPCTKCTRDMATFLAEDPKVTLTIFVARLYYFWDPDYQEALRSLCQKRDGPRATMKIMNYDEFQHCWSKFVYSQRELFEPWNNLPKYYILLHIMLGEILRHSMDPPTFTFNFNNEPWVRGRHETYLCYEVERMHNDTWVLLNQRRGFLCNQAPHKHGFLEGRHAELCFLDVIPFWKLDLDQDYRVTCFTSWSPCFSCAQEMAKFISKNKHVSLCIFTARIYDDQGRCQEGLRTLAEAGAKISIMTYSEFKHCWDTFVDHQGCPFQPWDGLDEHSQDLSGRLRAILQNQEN
beta cell repl: MIN6 beta-cell proliferation induction; 330,000 tested, 0.29% active; proliferation, % at 10 µM; MIN6 cells proliferation, ATPlite luminescence, 48 h; cells starved in 0.2% serum; 100% = growth in 10% serum; AID 2380;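 active = compounds whose signal lies at least 3.5 SD above the mean of all wells on their plate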;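 also: 0% = DMSO-treated cells in low-serum medium and 100% = 10% serum control; some compounds called inactive have numbers as strong as hits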
A3A deaminase: inhibitors of human APOBEC3A DNA deaminase; recombinant A3A, FAM/TAMRA ssDNA deamination fluorescence; inhibition, % at 20 µM; 330,000 tested, 0.41% active; P31941;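 active = at least 40% inhibition at 20 µM here, with at most 30% in a related deaminase screen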;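 also: plate controls were A3A with DMSO for no effect and wells lacking A3A enzyme for full effect; some results filed as inactive read as strong as hits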
Target sequence (P31941 whole entry, looked up): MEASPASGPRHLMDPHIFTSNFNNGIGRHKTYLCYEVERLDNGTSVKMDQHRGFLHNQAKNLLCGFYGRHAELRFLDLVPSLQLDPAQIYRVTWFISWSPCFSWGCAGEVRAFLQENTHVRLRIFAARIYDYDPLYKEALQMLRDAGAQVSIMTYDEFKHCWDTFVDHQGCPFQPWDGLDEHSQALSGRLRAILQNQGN
* = called active by the depositor.

SMILES | hIAP activ | MPTP inh | mIAP block | ATG4B inh | mIAP activ | hIAP block | APOBEC3G inh | beta cell repl | A3A deaminase
Cc1cccc(N2CCN(C(=O)C3CCCCC3)CC2)c1C | 1.1 | 0.9 | 3 | 9 | 0.97 | -5 | -1 | 1 | 1
CN(CC(=O)Nc1ccc(Cl)cc1)CC(=O)Nc1ccc(F)c(F)c1F | 1.4 | -11 | 2 | 1 | 0.98 | -42 | -3 | -3 | 1
COc1ccc2oc(=N)c(C(=O)Nc3cccc(C)c3C)cc2c1 | 1.2 | -0.5 | 1 | 2 | 0.99 | -16 | -9 | -2 | -4
CCOC(=O)C1CCN(CC(C)(C)NS(=O)(=O)c2ccccc2)CC1 | 1 | -0.8 | 5 | -4 | 0.95 | -1 | -7 | 2 | -1
Cc1ccc(Cn2nc(C)c(C(=O)N3CCN(S(=O)(=O)/C=C/c4ccccc4)CC3)c2C)cc1 | 0.92 | 0.6 | 0 | -67 | 1 | 8 | -3 | -4 | -2
COc1cc(OC)cc(C(=O)NC(=S)Nc2ccc3oc(=O)ccc3c2)c1 | 0.78 | 0.9 | 13 | 5 | 0.87 | 22 | -6 | 0 | -5
O=C(CNC(=O)c1ccc(F)cc1)NCc1ccccn1 | 0.91 | -0.5 | 1 | 1 | 0.99 | 9 | -8 | 2 | -3
O=C(NCCCCCNC(=O)c1ccccn1)c1ccccn1 | 0.94 | -1.3 | -7 | 2 | 1.1 | 6 | -3 | 2 | 1
COc1cccc(NC(=O)c2oc3ccccc3c2NC(C)=O)c1 | 1 | -1.0 | 6 | -6 | 0.94 | -4 | -3 | -2 | 2
COc1ccc(N(CC(=O)NCc2ccco2)S(C)(=O)=O)c(OC)c1 | 1.2 | -2.1 | -2 | -1 | 1 | -16 | -8 | 5 | -3
Cn1c(SCC(=O)c2cc(Cl)c(Cl)s2)nnc1-c1ccco1 | 1 | 21 | 7 | 7 | 0.93 | -1 | 13 | -3 | 8
O=C(N/C(=C\c1cccc(Br)c1)C(=O)N1CCCCC1)c1ccco1 | 0.95 | 0.4 | 8 | 2 | 0.92 | 5 | -3 | 2 | -1
Cc1ccc(S(=O)(=O)Cn2nnnc2CN2CCCC3(CCCCC3)C2)cc1 | 0.93 | 0.7 | 2 | 25 | 0.98 | 7 | -6 | -4 | -3
Nc1c(C(=O)NCc2ccc3c(c2)OCO3)nnn1Cc1ccc(Br)cc1 | 0.95 | 3.4 | 4 | -4 | 0.96 | 5 | 1 | -3 | 5
O=C(O)CC(CNC(=O)C1CCCN1C(=O)OCc1ccccc1)c1ccccc1 (configuration not stated) | 1.1 | -0.1 | 10 | -8 | 0.9 | -6 | -8 | -2 | -2

Part of the list above in order of molecular weight, low to high:
SMILES | hIAP activ | MPTP inh | mIAP block | ATG4B inh | mIAP activ | hIAP block | APOBEC3G inh | beta cell repl | A3A deaminase
COc1ccc(N(CC(=O)NCc2ccco2)S(C)(=O)=O)c(OC)c1 | 1.2 | -2.1 | -2 | -1 | 1 | -16 | -8 | 5 | -3
O=C(N/C(=C\c1cccc(Br)c1)C(=O)N1CCCCC1)c1ccco1 | 0.95 | 0.4 | 8 | 2 | 0.92 | 5 | -3 | 2 | -1
Nc1c(C(=O)NCc2ccc3c(c2)OCO3)nnn1Cc1ccc(Br)cc1 | 0.95 | 3.4 | 4 | -4 | 0.96 | 5 | 1 | -3 | 5

The list goes on:
SMILES | hIAP activ | MPTP inh | mIAP block | ATG4B inh | mIAP activ | hIAP block | APOBEC3G inh | beta cell repl | A3A deaminase
CCCCN(CC)c1nc(N)c(C#N)c(CC#N)c1C#N | 0.95 | 5.7 | 14 | -13 | 0.86 | 4 | 2 | -3 | 0
COc1cc(CNCc2ccccc2C(F)(F)F)cc(OC)c1 | 0.86 | -0.4 | 4 | 13 | 0.96 | 14 | -10 | -1 | -3
COc1ccc(-n2c(COc3ccccc3)nnc2SCC(N)=O)cc1 | 0.99 | 0.2 | 2 | -7 | 0.98 | 1 | -2 | -2 | 0
Cc1ccc(NC(=O)c2cn(-c3cccc(C)n3)cn2)cc1 | 1.1 | 0.4 | 4 | 13 | 0.96 | -12 | -1 | 0 | 0
O=C(c1ccc2c(c1)N(Cc1ccc(F)cc1)C(=O)c1ccccc1S2(=O)=O)N1CCN(c2ccccn2)CC1 | 0.97 | -0.6 | 3 | -8 | 0.97 | 3 | 2 | -1 | -1
O=C(COC(=O)c1cccc(Br)c1)NC(=O)NC1CCCC1 | 1.1 | -2.9 | 4 | -4 | 0.96 | -10 | -8 | -3 | -3
C=CCNc1ncnc2c1[nH]c1ccc(C)cc12 | 1.1 | 44 | -65 | -7 | 1.7 | -14 | -8 | -2 | -3
COc1ccccc1C(=O)Nc1ccnn1C1CCN(Cc2cnn(C)c2)CC1 | 1.1 | 1.2 | -5 | 2 | 1 | -7 | -8 | 7 | -3
COc1ccc(NC(=O)CCc2nnc3ccc(NCc4ccco4)nn23)cc1OC | 1.2 | 0.9 | -2 | 4 | 1 | -23 | -7 | -2 | -9
O=C(NCc1ccc(C(F)(F)F)cc1)c1ccc2c(c1)S(=O)(=O)c1ccccc1C2=O | 1.1 | 4.6 | 2 | -4 | 0.97 | -5 | -13 | -4 | -2
COc1ccc(N(C(C)C(=O)NN=C2CCCC2)S(C)(=O)=O)cc1 (configuration not stated) | 1.4 | 1.0 | -4 | -10 | 1 | -41 | -9 | 1 | 2
CC(=O)c1c(C)[nH]c(C(=O)NCCC2=CCCCC2)c1C | 0.92 | 9.9 | -1 | -10 | 1 | 8 | -8 | -1 | -4
O=C(C1CCCO1)N1CCN(S(=O)(=O)c2ccc(Cl)cc2)CC1 (configuration not stated) | 1.1 | 0.9 | -6 | 0 | 1.1 | -6 | 1 | -2 | 4
CCOc1nc(Nc2ccc(Cl)cc2)nc(OCC)n1 | 1.1 | -0.3 | 2 | 4 | 0.98 | -11 | 3 | -1 | 3
Cc1ccc(Cl)cc1N(CC(=O)N1CCOCC1)S(C)(=O)=O | 1.2 | -0.9 | 0 | 1 | 0.99 | -22 | -13 | 0 | -3
CC(C)(CO)NS(=O)(=O)c1ccc2c(c1)C(=NO)c1cc(S(=O)(=O)NC(C)(C)CO)ccc1-2 | 1.1 | -1.1 | 0 | -5 | 1 | -5 | -7 | 0 | -1
CC(C)c1ccc(NS(=O)(=O)c2ccc(-n3cccn3)cc2)cc1 | 0.88 | 0.9 | -2 | 0 | 1 | 12 | 0 | -3 | 0
COC(=O)C1=C(C(=O)OC)[C@@H]2N(C)c3ccc(OC)cc3[C@@]23C[C@@H](C(=O)OC)N(S(=O)(=O)c2ccc(OC)cc2)C3=N1 | 1 | 0.6 | 10 | 1 | 0.9 | 0 | -8 | 5 | -2
CCOC(=O)C1(Cc2ccccc2)CCCN(C(=O)C=C(C)C)C1 (configuration not stated) | 1.1 | -1.3 | 5 | 4 | 0.95 | -11 | 1 | 0 | -8
N#CCCn1cc(/C=C/C(=O)O)c(-c2ccc(F)cc2)n1 | 1 | 0.5 | -2 | -9 | 1 | -4 | -7 | -1 | -7
CCN1CCN(c2cc(=O)n(-c3cc(Cl)ccc3C)c(=O)[nH]2)CC1 | 0.78 | -2.1 | 2 | -9 | 0.98 | 22 | -7 | -3 | 1
COc1ccccc1C(=O)NNC(=O)C1CCN(C(=O)OC(C)(C)C)CC1 | 1.1 | -0.9 | 10 | 4 | 0.91 | -7 | 3 | -2 | -2
C=CC[C@@H](CC(=O)N(CCO)Cc1ccccc1)C(=O)N[C@H](COC(=O)[C@@H](CC=C)Cc1ccc(F)cc1)c1ccccc1 | 0.96 | 0.8 | -3 | -2 | 1 | 4 | 2 | -6 | 0
CN(c1ccc(OC(=O)c2ccc(-n3cncn3)c([N+](=O)[O-])c2)cc1)S(=O)(=O)c1ccccc1 | 0.84 | -1.6 | 0 | 0 | 1 | 16 | 2 | -1 | 0
COc1ccc(CC(=O)NCc2nnc(SCC(=O)Nc3ccccc3)n2C)cc1 | 0.92 | 2.7 | 2 | 5 | 0.98 | 8 | -4 | -2 | -2
CCOC(=O)c1nn(-c2ccc(Cl)cc2)cc1O | 1.2 | 1.4 | -5 | -2 | 1.1 | -16 | -9 | -1 | -9
COc1ccc(CN(C(=O)Cn2nnc(-c3ccc(C)o3)n2)C(C(=O)NCC2CCCO2)c2ccco2)cc1 (configuration not stated) | 1.1 | 0.0 | 7 | -1 | 0.93 | -10 | -5 | -1 | 0
O=C(O)c1[nH]c2ccc([N+](=O)[O-])cc2c1-c1ccccc1 | 0.94 | -0.6 | 2 | 24 | 0.98 | 6 | -1 | -5 | -1
c1ccc(OCc2nn3c(-c4ccncc4)nnc3s2)cc1 | 1.2 | 1.2 | 2 | -3 | 0.98 | -17 | 0 | 1 | 3
COC(=O)C(C(=O)Nc1ccc(OC)cc1)C1CCCCCC1 (configuration not stated) | 0.93 | -5.8 | -5 | 0 | 1 | 7 | 1 | 1 | 6
O=C(COC(=O)/C=C/c1ccccc1)NC1CCCC1 | 0.94 | -0.9 | -4 | 8 | 1 | 6 | -6 | 0 | 1
CCC(C)C(=O)Nc1nc(-c2ccc3c(c2)NC(=O)CO3)cs1 (configuration not stated) | 1.1 | 0.7 | 2 | -18 | 0.98 | -10 | -8 | 2 | -8
Cn1cccc1CC(=O)N/N=C\c1ccccc1 | 1 | -2.4 | 12 | -6 | 0.88 | -2 | -4 | -3 | 0
CCn1c(=O)c(C(=O)CN2CCCc3ccccc32)c(N)n(Cc2ccccc2)c1=O | 0.83 | 2.4 | -1 | 0 | 1 | 17 | -5 | -5 | -3
O=C(c1cc(C2CC2)nn1-c1ccccc1)N1CCN(c2ccccc2O)CC1 | 0.94 | -0.9 | 4 | 6 | 0.96 | 6 | -7 | 3 | -6
O=c1[nH]c2ccc(S(=O)(=O)Nc3ccc(Cl)cc3)cc2o1 | 0.9 | -0.7 | 4 | 4 | 0.96 | 10 | -10 | -3 | -4
O=C(Nc1cccnc1)c1cccc(NC(=O)c2ccco2)c1 | 0.99 | -3.0 | 3 | -11 | 0.97 | 1 | -3 | -1 | -1
O=C(CCNC(=O)c1ccc(Br)o1)NCc1ccccc1Cl | 1.2 | -0.2 | 3 | 11 | 0.97 | -18 | -4 | 0 | 0
CCc1cc(=O)oc2cc(OC(=O)c3ccco3)ccc12 | 1.1 | 0.1 | 0 | -10 | 0.99 | -7 | -9 | -1 | -3
O=C(CCC(=O)N1CCOc2ccc(Cl)cc21)NCCN1CCOCC1 | 0.88 | -1.6 | -8 | -2 | 1.1 | 12 | -6 | 0 | 0
COc1ccc(NC(=O)CCS(=O)(=O)c2cccc3nonc23)cc1 | 1 | -3.4 | 8 | 1 | 0.92 | -4 | -10 | -2 | 5
O=C(COC(=O)Cn1c(C(F)(F)F)nc2ccccc21)Nc1ccc2c(c1)OCCO2 | 1.2 | 5.2 | 3 | -2 | 0.97 | -15 | -4 | -1 | -16
COc1ccc(C2CC(c3cccs3)=NN2C(=O)CSc2nc(=O)n3ccc(C)cc3n2)cc1 (configuration not stated) | 1 | -2.2 | -1 | 1 | 1 | 0 | -3 | -5 | -2
N#C/C(=C\c1cccnc1)C(=O)NC1CCCCC1 | 0.89 | 0.3 | 9 | -1 | 0.91 | 11 | -8 | 0 | -3
CCCC(=O)N1CCN(c2ccc(NC(=O)c3cccs3)cc2)CC1 | 0.95 | 0.8 | -5 | -9 | 1 | 5 | -15 | -3 | -3
COC(=O)c1sc2nc(SCc3ccccc3C#N)n(N)c(=O)c2c1C | 0.95 | 1.0 | 3 | -7 | 0.97 | 5 | -8 | -2 | -6
COc1cccc(NC(=O)C2CC(=O)N(Cc3ccc(C)cc3)C2)c1 (configuration not stated) | 1.2 | 0.5 | -8 | -7 | 1.1 | -23 | -1 | -3 | 0
O=C(CCSc1ccccc1Cl)NNC(=O)c1ccncc1 | 1.1 | 1.9 | -2 | 0 | 1 | -10 | -7 | -2 | 0
